Bioassay records deposited in PubChem BioAssay by National Center for Advancing Translational Sciences (NCATS).
DT40 TDP1 CPT: DT40-hTDP1 cell growth loss with CPT. chicken DT40 Tdp1-/-;hTDP1 cells + 20 nM CPT, ATP luminescence, 48 h. Potency, µM (series often up to 46.2 µM), for the others: top-dose activity change, negative = growth inhibition, most hits filed as inhibitors. 420,000 compounds, 12% hits. AID 686979; further: nearly all actives have a fitted effect of over 55% in size
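Cell growth measured by CellTiter-Glo luminescence after a minimum 48 h, 37 C compound exposure with 20 nM CPT in Tdp1-knockout DT40 cells stably expressing hTDP1, seeded 400/well; qHTS titration format.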
FEN1 inhibitor: blocks human flap endonuclease 1; P39748; Recombinant FEN1 flap cleavage, fluorescence, 15 min; Potency, µM (top dose mostly 114 µM), inactives show top-dose activity change, negative = inhibition, usual class: inhibitors; 390,000 compounds, 0.35% hits; further: nearly all actives have a fitted effect of over 65% in size
Target sequence (P39748 whole entry, looked up): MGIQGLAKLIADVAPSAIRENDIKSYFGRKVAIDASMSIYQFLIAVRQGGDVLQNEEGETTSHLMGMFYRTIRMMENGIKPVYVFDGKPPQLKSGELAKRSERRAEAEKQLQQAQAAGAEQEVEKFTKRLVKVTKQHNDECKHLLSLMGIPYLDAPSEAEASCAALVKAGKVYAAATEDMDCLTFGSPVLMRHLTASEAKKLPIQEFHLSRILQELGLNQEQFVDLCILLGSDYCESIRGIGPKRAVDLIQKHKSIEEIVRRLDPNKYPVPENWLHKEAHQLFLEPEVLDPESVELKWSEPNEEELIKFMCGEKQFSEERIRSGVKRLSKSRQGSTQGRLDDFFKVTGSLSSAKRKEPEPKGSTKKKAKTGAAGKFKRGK
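Compounds are tested as a concentration series against 10 nM FEN1; after a 15 min room-temperature preincubation, 50 nM substrate starts cleavage, with plate reads at 0 and 15 min. Normalized responses are fitted by a Hill equation.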
N370S GC: N370S glucocerebrosidase modulation, Gaucher chaperone candidate. 330,000 compounds, 0.092% hits. Potency, µM (doses to about 59.4 µM), inactives show at the highest dose activity change, negative = inhibition, most hits filed as inhibitors. N370S GC spleen homogenate, 4MU-glucoside fluorescence. AID 2101. P04062;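 further: 0% = full enzyme activity and -100% = no enzyme basal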
* hit, by the source's call; ? = inconclusive; . = no result given; & = joins results of further samples; ! = a repeat was not active; [ ] = another dose, or the depositor's remark. The call rests on the fitted dose curve; in most records, active means well fitted curve in the direction sought with a large enough effect; inconclusive means small, poorly fitted or top-dose-only effect, or another doubt; inactive means no such curve, though single readings can be large; an effect the other way counts as inactive or inconclusive. Unless noted, on the % scale 0 is the no-effect control and ±100 the full control effect; potency means the concentration at half of the fitted maximal effect. Only part of the results is shown; count on the stated rates, not on these rows.

SMILES | DT40 TDP1 CPT | FEN1 inhibitor | N370S GC
CCN(CC)S(=O)(=O)c1ccc2c(c1)nc(CCC(=O)OCC(=O)Nc1cc(OC)cc(OC)c1)n2C | 25% | -13% | -13%
CN(C(=O)COc1ccccc1)c1nnc(-c2cccnc2)s1 | 3% | -10% | -1%
O=C(CCCNC(=O)c1ccc(Cl)cc1)Nc1nccs1 | -2% | -6% | .
Cc1ccc(NC(=S)N2CCN(Cc3ccc4c(c3)OCO4)CC2)c(C)c1 | -4% | -1% | .
COc1cc(C(=O)N2CCOCC2)cc(OC)c1OC | 5%&20% | . | -4%
CC[C@H](C)[C@H](NC(=O)c1ccc(Cl)cc1)C(=O)OCC(=O)c1ccc2c(c1)NC(=O)CO2 | ? | -9% | -11%
CCOC(=O)c1ccc(NC(=O)c2sc3nc4n(c(=O)c3c2C)CCC4)cc1 | 16µM*! | -4%&-5% | -10%
COc1ccccc1Cn1c(=S)[nH]c2ccc(Br)cc2c1=O | 3% | -8% | -4%
CC(=O)Nc1nnc2n1CCS2 | -9% | 17% | .
O=C(NCCCc1ccccc1)c1ccncc1 | -2% | -2% | 1%
O=C(Nc1ccc(-c2nc3cc(NC(=O)c4ccc(F)cc4)ccc3o2)cc1)c1ccc(F)cc1 | 23% | -7% | .
COc1ccccc1-c1nnc2sc(COc3ccc(Cl)cc3)nn12 | ? | -4% | 7%
CCOc1ccc2nc(-c3ccccc3)nc(SCC(=O)OC)c2c1 | 13% | 3% | 2%
Cc1coc2c1c(C)cc1oc(=O)c(CC(=O)NCC(=O)NCC(=O)O)c(C)c12 | 1% | -9% | ?
CCc1c(C)[nH]c(=S)c(C#N)c1C | -17% | 22% | 11%
Cc1ccc(O)c(-c2cc(C(=O)Nc3c(C)n(C)n(-c4ccccc4)c3=O)[nH]n2)c1 | 4% | -3% | -27%
Cc1csc(Sc2nc3c(c(=O)[nH]c(=O)n3C)n2Cc2ccccc2Cl)n1 | ? | 8% | 5%
COc1ccc(S(=O)(=O)N2CCN(C(=O)c3cccnc3)CC2)cc1OC | -3% | 8% | -2%
CN(C)S(=O)(=O)N(CC(=O)Nc1ccccc1F)c1ccccc1 | -7% | -10% | -2%
CC1(c2ccccc2Cl)NC(=O)N(CC(=O)NCc2ccco2)C1=O (stereo not drawn) | 1% | 8% | 1%
Cc1occc1C(=O)N1CCCC(CO)(Cc2ccc(F)cc2F)C1 (stereo not drawn) | -2% | -6% | 1%
COc1ccc(/C=N/NC(=O)c2ccc3nc[nH]c3c2)cc1OC | 6% | -13% | -8%
COc1ccc(C(=O)N(Cc2ccccc2)Cc2ccc(OC)c(COc3ccc(NC(C)=O)cc3)c2)cc1 | ? | -21% | .
COc1ccc(Nc2ccccc2N)cc1 | ? | 1% | -2%
C=CCN(c1ccccc1)S(=O)(=O)c1cccc(C(=O)Nc2ncccc2O)c1 | -13% | 15% | -17%
Cc1ccc2nc(/C(C#N)=C/c3ccc(-c4ccc(C(=O)OC(C)C)cc4)o3)[nH]c2c1 | 7.3µM* | -1% | .
CC(C)NC(=O)N(C)C[C@H]1Oc2c(NC(=O)Nc3ccc4c(c3)OCO4)cccc2C(=O)N([C@H](C)CO)C[C@@H]1C | ? | -5% | .
O=c1c(=O)n(Cc2c(F)cccc2Cl)ccn1Cc1ccccc1 | -24% | 6% | .
COc1ccc(O[C@@H]2O[C@H](COC(C)=O)[C@@H](OC(C)=O)[C@H](OC(C)=O)[C@H]2NC(C)=O)cc1 | 4% | 9% | 7%
Nc1cc(S(=O)(=O)N2CCOCC2)ccc1Oc1cccc(Br)c1 | ? | -15% | -18%
NC(=O)CC(NC(=O)c1ccccc1)C(=O)O (stereo not drawn) | 8% | 2% | .
Cc1c(NC(=O)C(C)NCC2CCCO2)c(=O)n(-c2ccccc2)n1C (stereo not drawn) | -1% | 13% | 2%
Cc1cc2nc(-c3ccc4c(c3)CCC4)ccn2n1 | ? | 49%[activator] | 7%
Nc1nc(Nc2ccccc2F)nc(NCc2ccco2)c1[N+](=O)[O-] | -29% | -27% | -16%
CCOC(=O)C1(CCCc2ccccc2)CCN(C(=O)CCC2=NNC(=O)CC2)CC1 | -18% | 22% | -4%
CCOc1ccccc1NC(=O)CCc1c(C)nc2cc(-c3ccccc3)nn2c1C | 18µM* | 13% | .
Cc1ccc(NC(=O)CCC(=O)NCCO)cc1 | -18% | 5% | 4%
OCC1OC(n2cnc3c(NCc4ccco4)ncnc32)C(O)C1O (stereo not drawn) | 2.3µM* | 8%&-10% | -2%
COc1cccc(OC)c1OC(=O)C1CC(=O)N(c2ccc3c(c2)OCCO3)C1 (stereo not drawn) | 0% | 0% | .
COc1ccccc1CNC(=O)CN1C(=O)CSc2ccc(S(=O)(=O)N3CCCCC3)cc21 | ? | 5% | .
CCCCSc1nnc(-c2ccccc2)c2ccccc12 | ? | -18% | 8%
COc1ccc(OCc2cc(C(=O)N(C)C(C)c3ccon3)no2)c(Cl)c1 (stereo not drawn) | ? | 5% | -9%
Cc1cc(NC(=O)COC(=O)CC2CCCC2)c([N+](=O)[O-])cc1C | -12% | -16% | -1%
Cc1cccc(OCCSc2nc3ncnc(N)c3[nH]2)c1 | ? | 14% | -1%
COc1cccc(C2CC(c3c(-c4ccccc4)c4cc(Cl)ccc4[nH]c3=O)=NN2S(C)(=O)=O)c1OC (stereo not drawn) | 21µM* | -2% | -5%
COc1ccc(CCOC2OC(CO)C(OC(=O)/C=C/c3ccc(O)c(OC)c3)C(O[C@H]3O[C@@H](C)[C@H](O)[C@@H](O)[C@H]3O)C2O)cc1O (stereo partly drawn) | 9% | -4% | .
CCCCOc1ccc(-c2ncc(C(=O)OCC)c(N)n2)cc1 | -20% | -10% | 10%
COC(=O)C1=COC(OC2OC(CO)C(O)C(O)C2O)C2C1C=CC2(O)CO (stereo not drawn) | 4% | -1% | -6%
COc1cc(/C=C/c2ccnc3ccccc23)cc(OC)c1OC | 11µM* | ? | .
Cn1c(C(=O)O)ccc1S(=O)(=O)N(Cc1ccccc1)Cc1ccccc1 | -5% | -8% | -7%
COc1ccc(C=CC(O)CCN2CCC3CCC(C3)C2)cc1 (stereo not drawn) | -2% | 0% | .
O=C(CSc1n[nH]c(-c2ccncc2)n1)Nc1ccc(Cl)c(C(=O)O)c1 | 4% | 3% | -6%
COCCSc1ccccc1C(=O)N1CCN(c2ccccc2)CC1 | -27% | 10% | 5%
CCCCC(=O)Nc1ccc(C)c(O)c1 | 0% | 0% | 6%
CCOC(=O)c1ccc(NC(=O)C2(S(=O)(=O)c3ccc(Cl)cc3)CC2)cc1 | ? | -17% | .
Cc1nn(-c2ccc(F)cc2)c(Cl)c1/C=N/NC(=O)c1ccc(O)cc1 | 1% | -1% | -27%
COc1ccc(CNC(=O)c2cc(-c3ccc(C)cc3)nc3n[nH]c(-c4ccc(Br)cc4)c23)cc1 | -12% | -11% | .
CCOc1ccc(N2C(=O)C3C(c4ccc(O)cc4)NC(CCSC)(C(=O)OC)C3C2=O)cc1 (stereo not drawn) | 11% | -1% | 1%
O=C(C1CCCO1)N1N=C(c2ccc(Br)cc2)CC1c1ccco1 (stereo not drawn) | ? | 6% | 2%
O=C(O)C1C2C=CC(C2)C1C(=O)NCCC1=CCCCC1 (stereo not drawn) | 5% | 6% | 0%

A portion from the list above, for reference:
SMILES | DT40 TDP1 CPT | FEN1 inhibitor | N370S GC
CCCCSc1nnc(-c2ccccc2)c2ccccc12 | ? | -18% | 8%
COc1ccc(OCc2cc(C(=O)N(C)C(C)c3ccon3)no2)c(Cl)c1 (stereo not drawn) | ? | 5% | -9%
Cc1cc(NC(=O)COC(=O)CC2CCCC2)c([N+](=O)[O-])cc1C | -12% | -16% | -1%
Cc1cccc(OCCSc2nc3ncnc(N)c3[nH]2)c1 | ? | 14% | -1%
COc1cccc(C2CC(c3c(-c4ccccc4)c4cc(Cl)ccc4[nH]c3=O)=NN2S(C)(=O)=O)c1OC (stereo not drawn) | 21µM* | -2% | -5%
COc1ccc(CCOC2OC(CO)C(OC(=O)/C=C/c3ccc(O)c(OC)c3)C(O[C@H]3O[C@@H](C)[C@H](O)[C@@H](O)[C@H]3O)C2O)cc1O (stereo partly drawn) | 9% | -4% | .
CCCCOc1ccc(-c2ncc(C(=O)OCC)c(N)n2)cc1 | -20% | -10% | 10%
COC(=O)C1=COC(OC2OC(CO)C(O)C(O)C2O)C2C1C=CC2(O)CO (stereo not drawn) | 4% | -1% | -6%
COc1cc(/C=C/c2ccnc3ccccc23)cc(OC)c1OC | 11µM* | ? | .
Cn1c(C(=O)O)ccc1S(=O)(=O)N(Cc1ccccc1)Cc1ccccc1 | -5% | -8% | -7%
COc1ccc(C=CC(O)CCN2CCC3CCC(C3)C2)cc1 (stereo not drawn) | -2% | 0% | .
O=C(CSc1n[nH]c(-c2ccncc2)n1)Nc1ccc(Cl)c(C(=O)O)c1 | 4% | 3% | -6%
COCCSc1ccccc1C(=O)N1CCN(c2ccccc2)CC1 | -27% | 10% | 5%
CCCCC(=O)Nc1ccc(C)c(O)c1 | 0% | 0% | 6%

New compounds follow.
SMILES | DT40 TDP1 CPT | FEN1 inhibitor | N370S GC
COc1ccc(S(=O)(=O)NCC2CCCN(Cc3ccc(C)o3)C2)cc1 (stereo not drawn) | 13% | 2% | 16%
O=[N+]([O-])c1ccc(N2CCN(c3ccc(F)cc3)CC2)cc1 | -5% | 10% | -6%
Cc1cccc(C(=O)Nc2nnc(SCC(=O)NC3CC3)s2)c1 | 6% | -6% | -3%
NS(=O)(=O)c1ccc(CCNC(=O)C2CCCCN2S(=O)(=O)c2ccccc2)cc1 (stereo not drawn) | 6% | -11% | 8%
Cc1nc([N+](=O)[O-])c(Sc2nc3ccccc3n2C)n1Cc1ccccc1 | ? | -1% | 3%
CCN(CC(=O)Nc1cccc(OC)c1)C(=O)c1ccco1 | -12% | 19% | 2%
COc1ccc(C(C(=O)Nc2ccc(C(C)C)cc2)N(C)C(=O)Cc2cccs2)cc1 (stereo not drawn) | ? | 5% | .
CCCn1c(SCC(=O)NC2CCCC2)nnc1C(C)C | 1% | 0% | -2%
CC(=O)Nc1ccccc1C(=O)C(=O)Nc1ccc(Cl)cc1 | -14% | 1% | 1%
N/C(=N\OC(=O)Oc1ccccc1)c1ccc([N+](=O)[O-])cc1 | 1% | -4% | 6%
COc1ccc(-n2c(C)c([N+](=O)[O-])c3ccc(O)c(CN(C)C)c32)cc1 | ? | -13% | 8%
COc1ccc(-n2cccc2/C=C2/NC(=O)N(c3cccc(Cl)c3)C2=O)cc1 | -11% | 2% | -9%
COC(=O)c1scc(C)c1NC(=O)c1ccc(Cl)cc1 | -8% | 3% | -8%
COc1cc(F)ccc1S(=O)(=O)N1CCN(c2ccccc2)CC1 | -2% | -24% | -1%
CC(=O)N1CCCc2cc(S(=O)(=O)NCc3ccc(N(C)C)cc3)ccc21 | ? | -5% | .
CCc1ccc(CNC(=O)C2CCN(C(=O)N3CC(CC)Oc4ccc(C)cc43)CC2)cc1 (stereo not drawn) | 21µM* | -2% | .
CCOC(=O)N1CCN(C(=O)c2cccc(S(=O)(=O)Nc3ccc(F)cc3)c2)CC1 | ? | 0% | .
CN(C)c1ccc(/C=C2\C=Cc3cc([N+](=O)[O-])ccc32)cc1 | ? | 1% | .
Cc1ccc2c(c1)c1c3n2CCN(C(=O)Cn2c(-c4ccccc4)noc2=O)C3CCC1 (stereo not drawn) | ? | -5% | 6%
CCC(c1nnnn1CCOC)N1CCN(c2nc3ccccc3s2)CC1 (stereo not drawn) | -4% | -2% | -6%
Cc1csc(NC(=O)CSc2nnc(-c3ccccn3)n2-c2ccc(C)c(C)c2)n1 | -11% | 9% | -16%
ON1C2CCCCC2N(O)C1c1c(F)c(F)c(F)c(F)c1F (stereo not drawn) | -18% | 0% | 6%
c1ccc(CSc2ncnc3c2cnn3Cc2ccccc2)cc1 | -23% | -6% | 5%
Cc1ccccc1NC(=O)C1C2CCCC1C2c1ccccc1 (stereo not drawn) | 18µM* | 0% | 16%
Cc1ccc(C23CC4CC(CC(C(=O)OCC(=O)N(C)C)(C4)C2)C3)cc1 | ? | -25% | -8%
CCN(CC(=O)NCc1ccc(Cl)cc1)C(=O)/C=C/c1ccco1 | -12% | -3% | -9%
CCc1nnc(NS(=O)(=O)c2ccc(NC(=O)c3ccccc3O)cc2)s1 | 12% | -6% | 6%

Arranged by formula weight (largest number first): 3 of the compounds above
SMILES | DT40 TDP1 CPT | FEN1 inhibitor | N370S GC
CCc1nnc(NS(=O)(=O)c2ccc(NC(=O)c3ccccc3O)cc2)s1 | 12% | -6% | 6%
c1ccc(CSc2ncnc3c2cnn3Cc2ccccc2)cc1 | -23% | -6% | 5%
ON1C2CCCCC2N(O)C1c1c(F)c(F)c(F)c(F)c1F (stereo not drawn) | -18% | 0% | 6%
